# V1aR counter: activates human V1a receptor in oxytocin agonist counter-screen | P37288 | CHO-V1R cells, Fluo-8 calcium fluorescence, agonist mode; 0% DMSO, 100% 3 nM vasopressin | activation, % at 3 µM | hit rate 0.25% among 320,000 | AID 2797;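 active means activation above the mean activation of all tested compounds plus 3 SD, per screening run, cut at about 20% in these data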;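 further: signal is peak over basal fluorescence ratio across a 100 second FLIPR read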
# Target sequence (P37288 whole entry, looked up): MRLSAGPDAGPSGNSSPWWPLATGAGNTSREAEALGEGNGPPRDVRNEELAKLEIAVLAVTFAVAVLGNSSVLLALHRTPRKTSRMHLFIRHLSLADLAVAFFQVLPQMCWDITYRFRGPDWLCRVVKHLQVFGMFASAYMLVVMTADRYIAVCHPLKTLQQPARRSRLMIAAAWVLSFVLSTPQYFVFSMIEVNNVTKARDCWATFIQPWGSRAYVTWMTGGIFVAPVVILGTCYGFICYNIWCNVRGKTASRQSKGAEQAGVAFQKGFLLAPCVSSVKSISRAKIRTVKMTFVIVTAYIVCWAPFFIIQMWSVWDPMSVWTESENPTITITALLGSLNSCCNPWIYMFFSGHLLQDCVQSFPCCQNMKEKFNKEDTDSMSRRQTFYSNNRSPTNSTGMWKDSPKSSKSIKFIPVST
# M1 antag: antagonists of human M1 muscarinic receptor; P11229; CHO-K1 hM1, Fluo-8 calcium fluorescence, ACh EC80 antagonist; inhibition, % at 3 µM; hit rate 1.3% among 360,000;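 active means percent inhibition above its own plate's cutoff, namely the mean of that plate's compound wells plus 3 SD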;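 further: peak over basal fluorescence ratio during 140 s after agonist addition; 0% = ACh EC80 plus DMSO and 100% = DMSO alone without agonist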
# Target sequence (P11229 whole entry, looked up): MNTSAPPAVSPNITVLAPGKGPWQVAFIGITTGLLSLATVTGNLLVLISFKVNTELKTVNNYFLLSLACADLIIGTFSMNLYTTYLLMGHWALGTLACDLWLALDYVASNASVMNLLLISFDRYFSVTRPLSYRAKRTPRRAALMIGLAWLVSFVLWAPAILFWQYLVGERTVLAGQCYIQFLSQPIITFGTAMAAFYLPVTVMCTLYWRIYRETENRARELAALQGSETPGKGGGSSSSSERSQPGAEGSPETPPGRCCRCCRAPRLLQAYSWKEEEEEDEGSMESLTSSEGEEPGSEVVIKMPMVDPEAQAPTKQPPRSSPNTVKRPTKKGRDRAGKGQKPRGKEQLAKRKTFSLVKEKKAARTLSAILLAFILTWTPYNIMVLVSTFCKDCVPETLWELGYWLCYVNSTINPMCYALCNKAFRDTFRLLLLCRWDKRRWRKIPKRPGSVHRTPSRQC
# TAAR1 antag: human TAAR1 antagonism | Q96RJ0 | CHO RD-HGA16 TAAR1, Fluo-8 calcium fluorescence, antagonist | inhibition, % at 3 µM | hit rate 1.5% among 360,000;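 active means inhibition above a per-plate cutoff, the mean inhibition of test compounds on that plate plus 3 SD, cut at about 49% in these data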;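 further: 0% = DMSO plus EC80 beta-PEA response and 100% = DMSO alone without agonist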
#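 Test system: RD-HGA16 CHO cells with stable hTAAR1 and Gα16 / Probe or stimulus: EC80 β-phenethylamine stimulus / Times: seeding 17-24 h prior, 75-min 37 °C, 30-min RT dye loading / Detection: Fluo-8 calcium-sensitive fluorescence / Read-out basis: % inhibition scaled between DMSO and EC80 PEA controls / Repeats: singlicate, one well per test compound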
# OXTR ag: agonists of human oxytocin receptor | P30559 | CHO-OTR cells, Fluo-8 calcium fluorescence; normalized: DMSO 0%, oxytocin 100% | activation, % at 3 µM | hit rate 0.32% among 320,000;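 active means activation above the mean of all tested compounds plus 3 SD, cutoff set per screening run, cut at about 20% in these data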;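 further: peak over basal fluorescence ratio from a 100 s FLIPR kinetic read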
# TAAR1 agonist: agonists of human TAAR1; activation, % at 3 µM; AID 624467; CHO RD-HGA16 TAAR1, Fluo-8 calcium fluorescence; vehicle wells 0%, saturating PEA agonist 100%; hit rate 0.99% among 360,000; Q96RJ0;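 active means activation above the mean activation of all test compounds in the run plus 3 SD, cut at about 38% in these data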
#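 Signal – calcium-sensitive Fluo-8 signal, excitation 470-495, emission 515-575 nm · System – RD-HGA16 (CHO) cells co-expressing Gα16 and hTAAR1 · Incubation – 17-24 h seeding, 75 min 37 °C dye, 30 min RT · Compound dosing – 3 µM single concentration · Repeats – no replicates (n 1)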
# M1 ag: human M1 muscarinic receptor agonism | P11229 | CHO-K1 hM1, Fluo-8 calcium fluorescence, agonist mode; 0% DMSO, 100% acetylcholine EC100 | activation, % at 3 µM | hit rate 0.33% among 360,000 | AID 588814;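 active means activation above the run's mean compound activation plus 3 SD, cut at about 16% in these data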;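 further: peak over basal fluorescence ratio within a 140 s kinetic read after compound addition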
# CHO parental Ca: counter-screen for OX1R antagonists: effect in parental CHO cells; parental CHO-K1, ATP-induced calcium, Fluo-8 fluorescence; inhibition, % at 5.6 µM; hit rate 0.63% among 330,000; AID 463079;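 active means inhibition above that plate's mean sample inhibition plus 3 SD, cut at about 26% in these data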;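 further: 0% = ATP-challenged DMSO wells and 100% = DMSO wells without ATP; some compounds past the cut are filed as inactive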
#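 Measured by: calcium-sensitive Fluo-8 fluorescence / Test system: CHO parental line / Controls: ATP-challenged DMSO wells low, unchallenged DMSO wells high / Measure: % inhibition / Compound: single nominal dose of 5.6 µM per compound / Replicates: single well per compound, no replicates / Reagent: ATP as calcium-mobilizing challenge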
# OXTR potentiator: human OXTR potentiation | CHO-OTR cells, Fluo-8 calcium fluorescence, potentiator mode; 0% = oxytocin EC15, 100% = EC100 | hit rate 0.061% among 320,000 | activation, % at 3 µM;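 active means activation above that plate's cutoff, the mean activation of tested compounds plus 3 SD, cut at about 6.6% in these data, passing the limit was not always enough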;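 further: 100% uses oxytocin at 75 nM as the full agonist control; some results filed as inactive read as strong as hits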
#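 System: human OTR in CHO cells / Also added: sub-maximal oxytocin, roughly EC15 / Control set: EC15 oxytocin low, 75 nM oxytocin high / Schedule: 6 min compound pre-incubation at room temperature, 100 s kinetic read / Compound: single-point 3.0 µM / Replication: singlicate / Technique: Fluo-8 calcium dye fluorescence / Read-out basis: % activation of max/min ratio relative to oxytocin controls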
# CHRM1 PAM: human CHRM1 positive allosteric modulation; activation, % at 3 µM; hit rate 0.088% among 360,000; P11229; AID 588819; CHO-K1 hM1, Fluo-8 calcium fluorescence, ACh EC20; 0% = ACh EC20, 100% = maximal ACh; in the data active means activation above about 19%, passing the limit was not always enough
# Starred values were filed as active, the others as inactive; nt = no result given.
SMILES,V1aR counter,M1 antag,TAAR1 antag,OXTR ag,TAAR1 agonist,M1 ag,CHO parental Ca,OXTR potentiator,CHRM1 PAM
COc1cc(NC2c3ccccc3C(=O)N2Cc2ccccc2Cl)cc(OC)c1 (configuration not stated),-1.3,-31,-7,0.1,-4,-2,-14,-5,5
CCN(CC)c1ccc(CNC23CN4CN(CN(C4)C2)C3)cc1,0.1,-2,-23,-0.6,3,-1,4,-5,4
CCOC(=O)c1c(-c2ccc(OC)cc2)csc1NC(=O)CCN1C(=O)c2ccccc2C1=O,0.4,3,nt,-1.9,nt,-6,-14,-3,0
CC(=O)c1cc(-c2ccccc2)n(CC(=O)Nc2ccc(C)c(C)c2)c1C,-0.1,3,-14,-1.2,1,-11,-10,-1,-5
CCc1ccc(N(C(=O)c2csnn2)C(C(=O)NC(C)(C)CC)c2cccnc2)cc1 (configuration not stated),-0.3,-5,-4,-0.8,1,-3,-3,-4,9
COc1ccc(-n2ccnc(SCC(=O)NC3CCCCC3)c2=O)cc1,2.3,-6,nt,1.5,nt,-3,-4,-7,3
CCN(Cc1ccncc1)Cc1cn(C)nc1-c1ccc(Oc2ccccc2)cc1,-1.1,-8,-5,-1.8,0,-4,-26,-5,5
COc1ccc(C)cc1NC(=O)c1ccc(S(=O)(=O)N2CCCCC2)cc1,2.2,2,3,-1.0,-4,-6,-1,-9,0
c1ccc(CCc2nc(-c3ccccc3)no2)cc1,-0.6,7,11,-1.7,-2,-2,-17,-4,0
Cn1c2c(c(=O)n(C)c1=O)[C@@]1(C(=O)Nc3ccccc31)C(C#N)=C(N)O2,0.5,-7,-24,0.6,4,-2,-4,-4,9
COc1ccc(C(=O)Nc2nnc(CCc3ccccc3)s2)c(OC)c1,1.0,13,-2,0.5,1,-4,-10,-7,-4
Cc1ccc(-c2ccnc3[nH]n(-c4ccccc4)c(=O)c23)cc1,-0.8,-1,-19,0.2,6,-2,-4,-13,3
Fc1ccc(-c2nc3cnccn3c2NC2CCCC2)cc1,-0.6,4,-8,-2.3,-1,-5,-41,-13,3
COc1ccc(-c2noc(CCC(=O)NCc3cccnc3)n2)cc1,1.1,5,22,-0.7,1,-2,-9,-6,-6
CC(C)(C)c1cc(NC(=O)c2cccs2)no1,0.5,-2,-8,-1.0,5,0,-13,-7,1
O/N=C/Cc1[nH]c2ccccc2c1-c1ccccc1,0.9,-5,1,1.1,9,-1,-3,-15,3
COCCNc1nc(-c2cc(-c3ccc(Cl)cc3)on2)cc(C(C)C)n1,0.7,-6,-12,-1.1,2,-9,-22,-12,-1
CCc1ccc(S(=O)(=O)Nc2cccc(-c3ccc4nncn4n3)c2)s1,2.3,-10,15,0.9,9,-7,-2,-11,9
Cc1nnc2sc(-c3ccc(-c4ccc(Cl)c(C(F)(F)F)c4)o3)nn12,6.6,-3,-31,-0.7,6,0,-15,-4,4
COc1cc(S(=O)(=O)N(Cc2cccs2)CC2CCCO2)ccc1-n1cnnn1 (configuration not stated),-0.2,-2,4,1.7,4,-11,-7,1,-1
Cc1ccc(C)c(NC(=O)CCC(=O)NNC(=S)Nc2ccccc2)c1,0.8,-3,13,0.7,10,-5,-26,-5,4
c1ccc2nc3c(nc2c1)CCc1nonc1-3,-0.5,-5,16,0.2,2,-6,-2,2,6
C=C(C)C(=O)Nc1cccc(C2=NOC3(C2)C[C@@H](C(N)=O)N(C(=O)C2(C)CC2)C3)c1 (some centres not stated),7.2,6,2,-0.2,2,-5,3,-4,1
CCOc1c(Cl)cc(CNCC(C)C)cc1OC,1.2,0,7,5.6,10,-14,-4,-10,-7
CSc1nsc(SCC(=O)Nc2ccccc2C(=O)O)n1,-1.4,11,-43,-1.0,-1,0,-4,-4,-3
O=C1CCCN1S(=O)(=O)c1ccc(F)cc1,0.2,10,0,-0.5,0,-8,-11,-10,-4
Nc1nonc1-n1nnc(C(=O)N/N=C/c2cc(Br)cs2)c1-c1ccccc1,4.5,-16,1,12,41*,13,1,-10,15
CCCCCCCCCCCCS(=O)(=O)CCC(=O)O,0.8,-5,11,0.9,5,-3,1,0,6
CC(C(=O)Nc1cccc([N+](=O)[O-])c1)N1C(=O)NC2(CCCC2)C1=O (configuration not stated),1.0,6,8,0.1,-2,-4,-9,-1,-2
OCCN(Cc1ccccc1)Cc1ccccc1O,0.1,-1,4,0.2,6,-9,2,-1,5
Cc1ccc(C2=NN(C(=O)CCl)C(c3cccs3)C2)o1 (configuration not stated),0.9,-10,9,-0.8,1,-4,-8,-1,14
CCSC1=C(C#N)C(c2ccc(C)s2)CC(=O)N1 (configuration not stated),1.3,-3,0,0.1,2,-4,-10,-2,7
COC(=O)C1C(=O)C2=C(CC1C)NC(=O)CC2c1cccc(C)c1 (configuration not stated),0.7,-4,4,0.2,7,-3,-15,7,0
CC(C)=CCC/C(C)=C/CNC(=O)C[C@H]1C[C@H](C(=O)N2CCOCC2)[C@@]2(CCC3CCCC3)c3[nH]c4cc(CCC(=O)N(C)C)ccc4c3CCN2C1=O,nt,-13,-7,nt,-1,-6,1,nt,9
CCCS(=O)(=O)N1CCCC(C(=O)N2CCCCC2)C1 (configuration not stated),0.2,-8,-9,0.6,1,-2,-11,-10,7
CCN1CNC(=S)N(c2cccc(C)c2)C1,1.3,-8,-7,-1.3,2,-2,-12,-4,7
COc1ccc(C(O)Cn2cc([N+](=O)[O-])nc2C)cc1 (configuration not stated),-0.2,-5,4,0.5,1,-3,14,-4,3
CCC(Oc1ccccc1)C(=O)Nc1ccc(S(=O)(=O)Nc2cnc3ccccc3n2)cc1 (configuration not stated),0.7,-2,-6,-0.4,6,-3,2,-13,5
Brc1ccc(/C=N/Nc2ncnc3c2cnn3Cc2ccccc2)cc1,0.5,5,1,0.7,0,2,-9,-2,-1
O=C(O)CCCC(=O)Nc1ccc(-n2ccc(C(F)(F)F)n2)cc1,-0.1,-10,15,0.0,0,-1,-15,4,12
O=C(NCc1cccnc1)c1cc(-c2ccc(Cl)cc2)oc1C(F)(F)F,-0.8,-11,-34,-2.4,4,-4,-27,-5,10
Cc1ccc(S(=O)(=O)NCCC(=O)N2CC(C)OC(C)C2)cc1 (configuration not stated),0.6,2,-3,-0.1,1,-2,-8,-4,1
Cn1cccc1C(=O)NNC(=O)COc1ccccc1F,0.2,-7,-4,1.4,1,-1,-3,-2,6
COc1ccc(-c2nnc(SC(C)C(=O)Nc3cccc(Cl)c3)o2)cc1 (configuration not stated),0.1,3,-7,-0.4,8,-2,-19,-15,-1
Cc1cc(Cn2ccnc2)c(C)cc1Cn1ccnc1,1.0,12,5,0.8,12,-14,13,-8,-13
COc1ccc(Cl)c(NC(=O)NCCN2CCN(c3ccccc3)CC2)c1,0.8,-35,0,1.8,4,7,-8,-11,18
O=C(O)CS(=O)CC(=O)Nc1cccc(C(F)(F)F)c1 (configuration not stated),0.6,1,8,0.9,0,-4,-8,-6,8
COc1ccc(C(=O)C[n+]2ccccc2/C=N/O)cc1,0.7,16,14,1.1,7,-10,5,-13,-21
CCOc1ccc(/C=C/c2c([N+](=O)[O-])c(=O)n(C)c(=O)n2C)cc1,-0.9,-4,-2,-1.7,2,-10,2,-7,7
COc1ccccc1CN1C[C@@H]2C[C@@H](c3ccccc3OC)N3CCC[C@@]23C1=O,-1.1,-32,-14,-0.5,0,-7,-15,-7,7
CC1(C)CC(=O)C=C(Nc2ccc(C(=O)O)c(O)c2)C1,0.1,-2,-10,-0.1,1,-2,-4,-2,4
COCc1cc(=O)[nH]c(/N=C(\N)Nc2c(F)cccc2F)n1,2.9,-19,-22,-0.2,3,-3,0,-6,11
COc1ccc(CNc2ccc([N+](=O)[O-])cc2C)cc1,-1.1,-15,29,-1.1,-2,-4,38*,-5,1
Fc1ccccc1CSc1nc2ncc(Br)cc2[nH]1,0.1,-5,14,-0.9,10,-3,-12,-4,-3
CCCOc1ccc(C(CC(=O)O)NS(=O)(=O)c2ccc(NC(C)=O)cc2)cc1 (configuration not stated),1.4,-4,-6,0.3,1,-5,-5,-12,8
COc1ccc(CC(=O)N(Cc2ccccc2)c2ccc(C)cc2)cc1S(=O)(=O)N1CCOCC1,-0.7,19,48,-0.4,16,-2,-13,-7,-9
O=C(O)c1ccc(CNCc2ccc(F)cc2)cc1,-0.2,-3,23,1.4,9,-4,-3,3,4
Cn1c(N)c(N=O)c(=O)n(C)c1=S,nt,-14,-20,nt,6,-2,nt,nt,6
O=C(NC1CC1)C1=C[C@@H](c2coc3ccccc3c2=O)C[C@@H](OCCCCO)O1,-1.1,-14,-7,-1.1,9,-7,-21,-8,0
COc1ccc(-c2csc3ncnc(NCCN4CCOCC4)c23)cc1,-0.9,-17,1,-1.2,1,-4,-20,-3,2

# Among those listed so far, 4 have two or more sulfur atoms:
SMILES,V1aR counter,M1 antag,TAAR1 antag,OXTR ag,TAAR1 agonist,M1 ag,CHO parental Ca,OXTR potentiator,CHRM1 PAM
CCc1ccc(S(=O)(=O)Nc2cccc(-c3ccc4nncn4n3)c2)s1,2.3,-10,15,0.9,9,-7,-2,-11,9
COc1cc(S(=O)(=O)N(Cc2cccs2)CC2CCCO2)ccc1-n1cnnn1 (configuration not stated),-0.2,-2,4,1.7,4,-11,-7,1,-1
CSc1nsc(SCC(=O)Nc2ccccc2C(=O)O)n1,-1.4,11,-43,-1.0,-1,0,-4,-4,-3
CCSC1=C(C#N)C(c2ccc(C)s2)CC(=O)N1 (configuration not stated),1.3,-3,0,0.1,2,-4,-10,-2,7

# Following part.
SMILES,V1aR counter,M1 antag,TAAR1 antag,OXTR ag,TAAR1 agonist,M1 ag,CHO parental Ca,OXTR potentiator,CHRM1 PAM
CCOC(=O)c1c(C)[nH]c(C)c1C(=O)CSc1nc(N)cc(=O)[nH]1,7.7,-3,9,1.3,2,-3,3,-9,9
O=[N+]([O-])c1cc(N=Nc2ccc3ccccc3c2)ccc1O,1.3,-16,-11,-0.3,4,0,5,-14,9
O=S(=O)(Nc1ccc(O)c2ncccc12)c1ccccc1F,nt,-12,3,nt,1,2,nt,nt,12
COc1ccc(NC(C)=O)cc1S(=O)(=O)NC(C)c1ccc(-n2ccnc2)cc1 (configuration not stated),-0.1,1,-1,0.9,4,-2,6,1,0

# Screening data from PubChem.
